CHT PAM – human CHT allosteric activation; CHT-expressing cells, membrane potential dye, choline EC20; hits give high values; LV-AA mutant CHT in HEK293 cells; B-score at 10 µM; hit rate 0.49% among 310,000; AID 488977;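 active = initial fluorescence not abnormally high and integrated response B-score, plate-corrected, over 3 SD above library mean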
Target sequence (Q9GZV3 whole entry, looked up): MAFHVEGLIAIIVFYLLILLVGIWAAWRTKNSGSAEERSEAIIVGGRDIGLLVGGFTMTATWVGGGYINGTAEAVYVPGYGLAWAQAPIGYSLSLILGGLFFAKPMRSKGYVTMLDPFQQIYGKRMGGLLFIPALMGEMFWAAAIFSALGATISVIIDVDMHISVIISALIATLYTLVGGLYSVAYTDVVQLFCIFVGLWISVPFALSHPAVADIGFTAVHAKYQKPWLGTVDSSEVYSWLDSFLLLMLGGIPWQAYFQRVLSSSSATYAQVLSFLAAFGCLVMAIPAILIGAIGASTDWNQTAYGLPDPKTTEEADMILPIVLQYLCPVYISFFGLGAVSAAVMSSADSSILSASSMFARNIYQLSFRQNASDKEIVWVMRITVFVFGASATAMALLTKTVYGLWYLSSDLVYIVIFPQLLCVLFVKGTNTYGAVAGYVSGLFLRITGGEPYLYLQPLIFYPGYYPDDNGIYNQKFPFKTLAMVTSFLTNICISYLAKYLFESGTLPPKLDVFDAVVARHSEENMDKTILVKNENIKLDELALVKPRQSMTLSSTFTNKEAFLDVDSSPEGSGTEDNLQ
CHT block – inhibits the human high affinity choline transporter; Q9GZV3; CHT-expressing cells, membrane potential dye, choline response; hits give low values; B-score at 10 µM; hit rate 0.86% among 310,000;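 active = B-score over 3 SD under the library average, and starting fluorescence ratio not unusually high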;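 note: choline stimulus applied at its EC90 after an EC20 pre-addition; B-score computed on integrated fluorescence ratio after choline addition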
The depositor's hits bear a star.

How did COc1ccc(/C=C2\SC(=S)N(NS(=O)(=O)c3ccc(C)cc3)C2=O)c(OC)c1 do in these assays?
CHT PAM: inactive; CHT block: inactive

How did CCCCNC(=O)CNC(=S)N(Cc1cc(OC)c(OC)c(OC)c1)C1CCCC1 do in these assays?
CHT PAM: inactive; CHT block: inactive

Results for C/C=C/c1ccc(OCCCCN2CC(C)CC(C)C2)c(OC)c1 (stereo not given) ?
CHT PAM: inactive; CHT block: inactive

How did COc1ccc(NC(=O)C2CCN(C(=O)c3ccccc3)CC2)cc1OC do in these assays?
CHT PAM: inactive; CHT block: inactive

How did O=C(Nc1nnc(-c2ccccc2Cl)o1)c1ccco1 do in these assays?
CHT PAM: inactive; CHT block: inactive

Results for N#CCCCSc1nnc(Cc2ccc3c(c2)OCO3)o1 ?
CHT PAM: inactive; CHT block: inactive

Results for O=C(CCNc1n[nH]c(=O)[nH]c1=O)N1CCCCC1 ?
CHT PAM: inactive; CHT block: inactive

What do the screens show for `NN1C(=O)c2cccc3c(C(=O)O)ccc(c23)C1=O`?
CHT PAM: inactive; CHT block: inactive

Results for CN(C)CCCNC(=S)N(Cc1cccs1)Cc1cc2cc3c(cc2[nH]c1=O)OCCO3 ?
CHT PAM: inactive; CHT block: inactive

What do the screens show for `CCc1nc2oc(C(=O)c3ccccc3)c(N)c2c2c1COC(C)(C)C2`?
CHT PAM: inactive; CHT block: inactive

How did Oc1cccc(/C=N/Nc2cc(N3CCCC3)nc(N3CCCC3)n2)c1 do in these assays?
CHT PAM: inactive; CHT block: inactive

Results for CN(Cc1c(C(=O)N/N=C/c2c(F)cccc2Cl)nnn1-c1nonc1N)c1ccccc1 ?
CHT PAM: inactive; CHT block: inactive

Results for Cn1c(=O)oc2cc(NC(=O)CCl)ccc21 ?
CHT PAM: inactive; CHT block: inactive

Results for N#C/C(=C\c1ccc(F)cc1F)S(=O)(=O)c1ccccn1 ?
CHT PAM: inactive; CHT block: inactive

Results for Cc1ccc(/C=N/Nc2ccc3ccccc3n2)o1 ?
CHT PAM: inactive; CHT block: inactive

Results for C/C(=N/Nc1ccc(C(=O)O)cc1)c1ccc(O)c(O)c1O ?
CHT PAM: inactive; CHT block: inactive

What do the screens show for `CCOc1ccccc1OCCCCOc1ccccc1F`?
CHT PAM: inactive; CHT block: inactive

How did Cc1cccc(CN2CCN(Cc3cnn(-c4ccccc4F)c3)CC2CCO)n1 (stereo not given) do in these assays?
CHT PAM: inactive; CHT block: inactive

Results for Cc1cccc(OCC(=O)NCCCNC(=O)c2cnccn2)c1 ?
CHT PAM: inactive; CHT block: inactive

What do the screens show for `CCC(=O)Nc1nnc(SCC(=O)Nc2ccc(F)cc2)s1`?
CHT PAM: inactive; CHT block: inactive

How did COc1ccc(N2CCN(S(=O)(=O)c3ccc(-n4cnnn4)c(C)c3)CC2)cc1 do in these assays?
CHT PAM: inactive; CHT block: inactive

What do the screens show for `O=C(NCc1ccco1)C1CC(c2ccccc2O)=NO1` (stereo not given)?
CHT PAM: inactive; CHT block: inactive

How did CCN1CCn2c1nc(N1CCOCC1)nc2=O do in these assays?
CHT PAM: inactive; CHT block: inactive

Results for Cc1cccc(/C(N)=N/OC(=O)c2ccc3c(c2)OCO3)c1 ?
CHT PAM: inactive; CHT block: inactive

How did C=CCc1cccc(CNc2c(C)n(C)n(-c3ccccc3)c2=O)c1O do in these assays?
CHT PAM: inactive; CHT block: inactive

Results for COC(=O)[C@@H]1CCCN1Cc1c(C(=O)N2CCCCC2)nc2c(C)cccn12 ?
CHT PAM: inactive; CHT block: inactive

What do the screens show for `O=C(COC(=O)c1ccc([N+](=O)[O-])o1)c1ccccc1`?
CHT PAM: inactive; CHT block: inactive

How did O=C(CNS(=O)(=O)c1ccc2ccccc2c1)NCCc1ccccn1 do in these assays?
CHT PAM: inactive; CHT block: inactive

Results for O=C(CCCSc1nc2sc3c(c2c(=O)[nH]1)CCC3)NCCCO ?
CHT PAM: inactive; CHT block: inactive

How did COc1ccccc1OCCNC(=O)/C=C/c1ccc([N+](=O)[O-])cc1 do in these assays?
CHT PAM: inactive; CHT block: inactive

What do the screens show for `CCOC(=O)C1=C(CSCc2ccccc2)NC(=O)NC1c1cc(C)ccc1C` (stereo not given)?
CHT PAM: inactive; CHT block: inactive

What do the screens show for `COc1cccc(/C=C2/Oc3ccccc3N(CC(=O)NCC3CCCO3)C2=O)c1` (stereo not given)?
CHT PAM: inactive; CHT block: inactive

Results for Cc1cc(=O)oc2cc(OCC(=O)N3CCC(O)CC3)c(Cl)cc12 ?
CHT PAM: inactive; CHT block: inactive

How did COc1ccc(CCNC(=O)c2cc(S(=O)(=O)N(C)C)ccc2N2CCCC2)cc1 do in these assays?
CHT PAM: inactive; CHT block: inactive

Results for COc1ccc(/C=C2/SC(=S)N(NS(=O)(=O)c3ccc(C)cc3)C2=O)cc1 ?
CHT PAM: inactive; CHT block: -5.6*

What do the screens show for `CC1CCN(c2ccc([N+](=O)[O-])c(SCCO)c2)CC1`?
CHT PAM: inactive; CHT block: inactive

How did Cc1cccc(C(=O)NNC2=C(C(=O)C(F)(F)F)CCC2)c1O do in these assays?
CHT PAM: inactive; CHT block: -7.9*

Results for COc1cccc(C(=O)Nc2nnc(S(=O)(=O)N(C)c3ccccc3)s2)c1 ?
CHT PAM: inactive; CHT block: inactive

What do the screens show for `COc1ccc(-c2ccc3oc(-c4ccc(OC)cc4)c(C#CCO)c3c2)cc1`?
CHT PAM: inactive; CHT block: inactive

What do the screens show for `COc1ccc(/C=C2\SC(=S)N(CC(=O)NC3C=CS(=O)(=O)C3)C2=O)cc1` (stereo not given)?
CHT PAM: inactive; CHT block: inactive

What do the screens show for `CCCCCOc1ccc(CN2CCOCC2)cc1Cl`?
CHT PAM: inactive; CHT block: inactive

What do the screens show for `COC(=O)[C@H](Cc1ccccc1)NC(=O)C1(OC(C)=O)CC(OC(C)=O)C(OC(C)=O)C(OC(C)=O)C1` (stereo not given in full)?
CHT PAM: inactive; CHT block: inactive

How did CCN(Cc1ccc2c(c1)OCO2)C(=O)/C=C/c1cccc(Br)c1 do in these assays?
CHT PAM: inactive; CHT block: inactive

How did COc1cccc(C(=O)Nc2nnc(S(=O)(=O)N3CCCC3)s2)c1 do in these assays?
CHT PAM: inactive; CHT block: inactive

Results for O=C(CCl)N1c2ccccc2CCc2ccccc21 ?
CHT PAM: inactive; CHT block: inactive

What do the screens show for `O=C(O)CCCNC(=O)CCCn1nnc2ccccc2c1=O`?
CHT PAM: inactive; CHT block: inactive

What do the screens show for `CN1CCN(C2Cc3ccccc3Sc3cc(C(F)(F)F)ccc32)CC1` (stereo not given)?
CHT PAM: inactive; CHT block: inactive

What do the screens show for `Cc1nn(-c2ccccc2)c(Cl)c1/C=N/NC(=O)c1nn(C)cc1[N+](=O)[O-]`?
CHT PAM: inactive; CHT block: inactive

What do the screens show for `O=c1[nH]c(C2CCN(S(=O)(=O)c3ccccc3)CC2)nc2c1nnn2Cc1ccccc1`?
CHT PAM: inactive; CHT block: inactive

Results for O=C(O)/C=C/c1cn(-c2ccccc2)nc1-c1cc2ccccc2o1 ?
CHT PAM: inactive; CHT block: inactive

Results for CC(Oc1ccc(Cl)cc1Cl)C(=O)NNC(=O)C(=O)N1CCCCC1 (stereo not given) ?
CHT PAM: inactive; CHT block: inactive

How did Cc1ccc2c(c1)C1CN(C)CCC1N2C(=O)c1cccc(S(=O)(=O)N2CC(C)CC(C)C2)c1 (stereo not given) do in these assays?
CHT PAM: inactive; CHT block: inactive

Results for CCCCC(=O)Nc1c2c(nn1-c1ccc(C)cc1)CS(=O)(=O)C2 ?
CHT PAM: inactive; CHT block: inactive

Results for COc1ccc(C(=O)N(C)CCCC2CCCC2)cc1OC1CCN(C(C)=O)CC1 ?
CHT PAM: inactive; CHT block: inactive

Results for CC(C)c1nn2c(=O)cc(O)nc2s1 ?
CHT PAM: inactive; CHT block: inactive

Results for COc1ccccc1C(=O)NC(=S)NC12CC3CC(CC(C3)C1)C2 ?
CHT PAM: inactive; CHT block: inactive

How did COc1ccc(/C=C2/N=C(SC3CCOC3=O)N(c3cccc(OC)c3)C2=O)cc1 (stereo not given) do in these assays?
CHT PAM: inactive; CHT block: inactive

How did COC(=O)c1ccc(NC(=O)CCN2C(=O)CSC2=O)cc1 do in these assays?
CHT PAM: inactive; CHT block: inactive

Results for Cc1ccc(CNC(=O)c2sc3nc4c(c(C(F)(F)F)c3c2N)CCC4)cc1 ?
CHT PAM: inactive; CHT block: inactive

How did O=C1NC(=O)/C(=C\c2ccc(OCc3cccc([N+](=O)[O-])c3)cc2)N1 do in these assays?
CHT PAM: inactive; CHT block: inactive

11 compounds already listed, arranged by length of the SMILES, low to high:
Results for Cc1ccc(/C=N/Nc2ccc3ccccc3n2)o1 ?
CHT PAM: inactive; CHT block: inactive

How did O=C(Nc1nnc(-c2ccccc2Cl)o1)c1ccco1 do in these assays?
CHT PAM: inactive; CHT block: inactive

Results for C/C=C/c1ccc(OCCCCN2CC(C)CC(C)C2)c(OC)c1 (stereo not given) ?
CHT PAM: inactive; CHT block: inactive

Results for O=C(CCCSc1nc2sc3c(c2c(=O)[nH]1)CCC3)NCCCO ?
CHT PAM: inactive; CHT block: inactive

How did Cc1cccc(C(=O)NNC2=C(C(=O)C(F)(F)F)CCC2)c1O do in these assays?
CHT PAM: inactive; CHT block: -7.9*

How did CCN(Cc1ccc2c(c1)OCO2)C(=O)/C=C/c1cccc(Br)c1 do in these assays?
CHT PAM: inactive; CHT block: inactive

Results for CC(Oc1ccc(Cl)cc1Cl)C(=O)NNC(=O)C(=O)N1CCCCC1 (stereo not given) ?
CHT PAM: inactive; CHT block: inactive

How did Cc1cccc(CN2CCN(Cc3cnn(-c4ccccc4F)c3)CC2CCO)n1 (stereo not given) do in these assays?
CHT PAM: inactive; CHT block: inactive

How did COc1ccc(CCNC(=O)c2cc(S(=O)(=O)N(C)C)ccc2N2CCCC2)cc1 do in these assays?
CHT PAM: inactive; CHT block: inactive

How did COc1ccc(/C=C2/N=C(SC3CCOC3=O)N(c3cccc(OC)c3)C2=O)cc1 (stereo not given) do in these assays?
CHT PAM: inactive; CHT block: inactive

How did Cc1ccc2c(c1)C1CN(C)CCC1N2C(=O)c1cccc(S(=O)(=O)N2CC(C)CC(C)C2)c1 (stereo not given) do in these assays?
CHT PAM: inactive; CHT block: inactive

(next part)
What do the screens show for `COc1cc(SC)ccc1C(=O)NC1CCCc2ccccc21` (stereo not given)?
CHT PAM: inactive; CHT block: inactive

What do the screens show for `CCc1ccc(CCC(=O)Nc2ccc(C(=O)O)cc2)o1`?
CHT PAM: inactive; CHT block: inactive

Results for COC(=O)C1CCN(C(=O)CCCOc2ccccc2)CC1 ?
CHT PAM: inactive; CHT block: inactive

Results for COC(=O)c1cc(NC(=O)c2cccc([N+](=O)[O-])c2C)ccc1Cl ?
CHT PAM: inactive; CHT block: inactive

How did CCCCCCc1cc2cc(S(=O)(=O)c3ccc(C)cc3)c(=O)oc2cc1O do in these assays?
CHT PAM: inactive; CHT block: inactive

What do the screens show for `CCc1ccc(C2N(c3ccc(OC)cc3)C(=O)C3CCCN32)cc1` (stereo not given)?
CHT PAM: inactive; CHT block: inactive

Results for Cc1nnc(Nc2ccccc2)n(N)c1=O ?
CHT PAM: inactive; CHT block: inactive

What do the screens show for `CCOC(=O)C1=C(COC(=O)/C=C/c2ccc(Cl)cc2)NC(=O)NC1C` (stereo not given)?
CHT PAM: inactive; CHT block: inactive

How did Cc1ccccc1Nc1nc(=O)c2cc([N+](=O)[O-])ccc2s1 do in these assays?
CHT PAM: inactive; CHT block: inactive

How did COc1ccc(S(=O)(=O)N2CCOCC2)cc1C(=O)Nc1ccon1 do in these assays?
CHT PAM: inactive; CHT block: inactive

How did COc1cc2c(cc1OC)CN(C(=O)c1ccc3nc[nH]c3c1)CC2 do in these assays?
CHT PAM: inactive; CHT block: inactive

How did O=C1CCCc2ccccc2N1Cc1ccc(F)cc1 do in these assays?
CHT PAM: inactive; CHT block: inactive

How did COCC1=C(C(=O)OC(C)OC(=O)OC(C)C)N2C(=O)[C@@H](NC(=O)/C(=N\OC)c3csc(N)n3)[C@H]2SC1 (stereo not given in full) do in these assays?
CHT PAM: inactive; CHT block: inactive

Results for Nc1nc(SCC(=O)N2CCOCC2)[nH]c(=O)c1-c1ccccc1 ?
CHT PAM: inactive; CHT block: inactive

How did O=C(CCC(=O)N1CCCC1)Nc1nnc(C(F)(F)F)s1 do in these assays?
CHT PAM: inactive; CHT block: inactive

What do the screens show for `COc1ccc(NC(=O)CN2CCN(C(=O)c3ccco3)CC2)c(OC)c1`?
CHT PAM: inactive; CHT block: inactive

How did CN(Cc1cccc(F)c1)C(=O)c1cc(=O)[nH]c2ccccc12 do in these assays?
CHT PAM: inactive; CHT block: inactive

How did Cc1ccc(-c2nn3nnnc3c3ccccc23)cc1C do in these assays?
CHT PAM: inactive; CHT block: inactive

What do the screens show for `COc1ccc(Nc2nc(C)cc(C)c2C(N)=O)cc1`?
CHT PAM: inactive; CHT block: inactive

What do the screens show for `O=C(NCCc1ccccc1)C1CCN(S(=O)(=O)N2CCC3(CC2)OCCO3)CC1`?
CHT PAM: inactive; CHT block: inactive

How did COCCNC(=O)CSc1nc2scc(-c3ccccc3)c2c(=O)[nH]1 do in these assays?
CHT PAM: inactive; CHT block: inactive

Results for Cc1ccccc1C(C(=O)NC1CCCCC1)N(C(=O)c1ccccn1)c1cccnc1 (stereo not given) ?
CHT PAM: inactive; CHT block: inactive

Results for O=C(CCc1ccccc1)Nc1ccccc1F ?
CHT PAM: inactive; CHT block: inactive

Results for Cc1ccc(C)c(OCCC(=O)NCCc2ccc(F)cc2)c1 ?
CHT PAM: inactive; CHT block: inactive

Results for O=C(Nc1cccc(-n2cnnn2)c1)c1ccc(Cl)cc1Cl ?
CHT PAM: inactive; CHT block: inactive

What do the screens show for `COCC(=O)N(c1ccccc1)C(C)C(=O)OC` (stereo not given)?
CHT PAM: inactive; CHT block: inactive

What do the screens show for `Cn1c(CSCc2ccccc2Cl)nnc1SCC(=O)Nc1nccs1`?
CHT PAM: inactive; CHT block: inactive

How did CCOc1ccccc1C(=O)N1CCN(C(c2ccccc2)c2ccccc2)CC1 do in these assays?
CHT PAM: inactive; CHT block: inactive

How did O=c1ncn(-c2cccc([N+](=O)[O-])c2)c2ccccc12 do in these assays?
CHT PAM: inactive; CHT block: inactive

Assay outcomes from PubChem.
